Screens as filed in PubChem BioAssay.
PGK inhibitor: qHTS Assay to Find Inhibitors of Phosphoglycerate Kinase; Phosphoglycerate kinase, glycosomal (Trypanosoma brucei brucei), P07378; PGK/GAPDH coupled, Kinase-Glo luminescence, 60 min; Potency, µM (titrated, usually from 57.5 µM), for the others: top-dose activity change, negative = inhibition, usual class: inhibitors; hit rate 0.043% among 380,000; note: potency is the fitted concentration of half-maximal effect; % is set by controls: 0 for no effect and ±100 for the full control effect; nearly all actives have a fitted effect of over 60% in size
Target sequence (P07378 whole entry, looked up): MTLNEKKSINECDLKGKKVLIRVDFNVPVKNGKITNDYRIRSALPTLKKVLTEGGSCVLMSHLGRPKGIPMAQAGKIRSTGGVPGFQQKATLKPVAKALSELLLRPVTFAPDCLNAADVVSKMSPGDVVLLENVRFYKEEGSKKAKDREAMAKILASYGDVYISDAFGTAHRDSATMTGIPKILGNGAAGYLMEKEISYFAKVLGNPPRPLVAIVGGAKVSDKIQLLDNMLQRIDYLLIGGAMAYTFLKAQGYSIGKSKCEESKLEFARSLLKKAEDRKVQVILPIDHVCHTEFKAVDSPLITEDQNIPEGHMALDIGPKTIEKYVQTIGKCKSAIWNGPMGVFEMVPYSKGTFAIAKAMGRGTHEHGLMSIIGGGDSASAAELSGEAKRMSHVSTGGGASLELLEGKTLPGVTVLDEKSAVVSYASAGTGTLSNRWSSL
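Recombinant glycosomal PGK reaction used 1,3-bisphosphoglycerate generated in-well by GAPDH (100nM final) in 100mM TEA pH 7.6, 5mM MgCl2, 0.01% Tween-20. After 60 minutes at room temperature, ATP was read by Kinase-Glo Plus luminescence end-point.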
JMJD2A Tudor inh: qHTS Assay for Inhibitors of JMJD2A-Tudor Domain; AlphaScreen JMJD2A-Tudor / H3K4me3 peptide binding; Potency, µM (series often up to 114 µM), inactives show top-dose activity change, negative = inhibition, most hits filed as inhibitors; hit rate 4.4% among 390,000; note: potency is the fitted concentration of half-maximal effect; % is set by controls: 0 for no effect and ±100 for the full control effect; nearly all actives have a fitted effect of over 50% in size
HP1b binding inh: HTS for Inhibitors of HP1-beta Chromodomain Interactions with Methylated Histone Tails; Chromobox protein homolog 1 (Homo sapiens), P83916; AlphaScreen HP1-beta / biotin-H3K9me3 peptide binding; Potency, µM (highest dose often 114 µM), for inactives: top-dose activity change, negative = inhibition, usual class: inhibitors; hit rate 0.56% among 390,000; AID 540317, 2011; note: potency is the fitted concentration of half-maximal effect; nearly all actives have a fitted effect of over 70% in size; inactives centre near 23
Target sequence (P83916 whole entry, looked up): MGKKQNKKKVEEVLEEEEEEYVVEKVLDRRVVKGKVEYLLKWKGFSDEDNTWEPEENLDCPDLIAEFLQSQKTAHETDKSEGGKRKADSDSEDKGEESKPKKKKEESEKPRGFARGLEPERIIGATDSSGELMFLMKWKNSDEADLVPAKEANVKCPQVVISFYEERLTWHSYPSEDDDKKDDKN
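Compound inhibition of the preformed complex between 50 nM HP1-beta and 50 nM biotinylated H3K9me3 peptide was read by AlphaScreen. Buffer was PBS pH 7.4 with 0.01% Tween-20. Incubations ran 30 min at room temperature, with 10 ug/mL donor/acceptor beads.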
BAZ2B inh: qHTS Assay for Inhibitors of BAZ2B | Bromodomain adjacent to zinc finger domain protein 2B (Homo sapiens), Q9UIF8 | AlphaScreen BAZ2B-H3K14Ac peptide displacement | Potency, µM (top dose mostly 114 µM), for the others: top-dose activity change, negative = inhibition, actives largely listed as inhibitors | hit rate 4.4% among 360,000 | AID 504333, 2011; note: potency is the fitted concentration of half-maximal effect; % is set by controls: 0 for no effect and ±100 for the full control effect; nearly all actives have a fitted effect of over 60% in size
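Complex of BAZ2B and biotin-H3K14Ac (50 nM apiece) forms over 30 min at RT, then faces library compounds up to 110 uM for another 30 min; AlphaScreen beads added, 20 min dark incubation, luminescence read.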
PI4K2A inh: qHTS for small molecular inhibitors of PI4K2A; Phosphatidylinositol 4-kinase type 2-alpha (Homo sapiens), Q9BTU6; purified PI4K2A, ADP-Glo luminescence, 1 h; stronger effect = lower value; activity change, negative = inhibition, % at 76.9 µM; hit rate 0.13% among 420,000; in the data active = activity change below about -50%; inconclusive = mostly about -30% to -49%;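 note: -100% = wells without enzyme as full effect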
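In this quantitative HTS, ADP production by PI4K2A was quantified luminescently after 1 h at ambient temperature; 100 microM adenosine served as plate-quality control.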
Pin1 inhibitor: qHTS Assay to Find Inhibitors of Pin1; hit rate 0.009% among 390,000; Pin1 FP peptide displacement, HiFluor488, 10 min; AID 504891, 2011; Potency, µM (top dose mostly 115 µM), without a hit: top-dose activity, negative = inhibition, actives largely listed as inhibitors; Peptidyl-prolyl cis-trans isomerase NIMA-interacting 1 (Homo sapiens), Q13526; active = well fitted inhibition curve with a large enough effect in the polarisation, with a control signal flat, not every such curve was filed as active; inconclusive = small, poorly fitted or top-dose-only effect, or effect the other way, or a change in a side signal; inactive = no such curve, though single readings can be large or run the other way; the % refers to the polarisation; note: potency is the fitted concentration of half-maximal effect; % is set by controls: 0 for no effect and ±100 for the full control effect
Target sequence (Q13526 whole entry, looked up): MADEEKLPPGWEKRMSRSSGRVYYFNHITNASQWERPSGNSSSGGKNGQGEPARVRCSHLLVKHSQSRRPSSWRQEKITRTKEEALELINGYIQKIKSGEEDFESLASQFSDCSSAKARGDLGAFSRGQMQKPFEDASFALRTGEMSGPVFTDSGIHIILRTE
GLS inhibitor: qHTS for Inhibitors of Glutaminase (GLS); Glutaminase kidney isoform, mitochondrial (Homo sapiens), O94925; GLS enzymatic activity, qHTS titration; Potency, µM (titrated, usually from 45.5 µM), without a hit: top-dose activity change, negative = inhibition, usual class: inhibitors; hit rate 0.21% among 410,000; note: potency is the fitted concentration of half-maximal effect; % is set by controls: 0 for no effect and ±100 for the full control effect
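Compounds were pin-transferred onto hKGA, after which L-glutamine (1 mM solution) and a detection mix of glutamate oxidase, HRP and Amplex Red were added. Initial and 30 min RT fluorescence reads were collected.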
POLH inh: qHTS for Inhibitors of Polymerase Eta; recombinant Pol eta, fluorescent DNA replication assay; Potency, µM (top dose mostly 114 µM), without a hit: top-dose activity change, negative = inhibition, hits mostly inhibitors; hit rate 1.2% among 390,000; note: potency is the fitted concentration of half-maximal effect; % is set by controls: 0 for no effect and ±100 for the full control effect
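Pol eta at 10 nM preincubated with compounds 15 min at room temperature; reaction started with fluorescent substrate (50 nM final) and read kinetically at 0 and 10 min.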
G9a inh: qHTS Assay for Inhibitors of Histone Lysine Methyltransferase G9a; Potency, µM (highest dose often 102 µM), for inactives: at the highest dose activity, negative = inhibition, actives largely listed as inhibitors; Histone-lysine N-methyltransferase EHMT2 (Homo sapiens), Q96KQ7; hit rate 8.8% among 350,000; G9a H3K9 monomethylation, AlphaScreen, 2 h; note: potency is the fitted concentration of half-maximal effect; % is set by controls: 0 for no effect and ±100 for the full control effect; nearly all actives have a fitted effect of over 75% in size
Target sequence (Q96KQ7 913-1193 limits assumed): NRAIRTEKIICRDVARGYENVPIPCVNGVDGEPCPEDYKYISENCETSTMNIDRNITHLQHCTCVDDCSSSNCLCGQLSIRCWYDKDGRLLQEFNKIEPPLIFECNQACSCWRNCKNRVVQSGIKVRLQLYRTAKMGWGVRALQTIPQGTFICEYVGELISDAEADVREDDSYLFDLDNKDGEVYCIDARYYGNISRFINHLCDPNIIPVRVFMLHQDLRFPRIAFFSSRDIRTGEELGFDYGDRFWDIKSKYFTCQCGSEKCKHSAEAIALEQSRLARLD
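AlphaScreen read-out: biotin-H3K9 peptide (500 nM) methylation by 20 nM enzyme with 20 uM SAM, 2 h at room temperature after 15 min compound preincubation; anti-monomethyl H3K9 antibody plus donor/acceptor beads, 10 min dark.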
* hit, by the source's call; i = inactive; ? = inconclusive; . = no result given; [ ] = remark or other dose. Unless noted, calls come from the whole dose curve; as a rule, active = well fitted curve in the direction sought with a large enough effect; inconclusive = small, poorly fitted or top-dose-only effect, or another doubt; inactive = no such curve, though single readings can be large; an effect the other way counts as inactive or inconclusive. Some of the compounds tested; the hit share may differ from the screen's.

SMILES	PGK inhibitor	JMJD2A Tudor inh	HP1b binding inh	BAZ2B inh	PI4K2A inh	Pin1 inhibitor	GLS inhibitor	POLH inh	G9a inh
CC(C)CC(=O)c1c[nH]c(C(=O)NCc2ccccc2)c1	6.9%	0.0%	19.6%	-4.8%	-3.6	-5.4%	-9.5%	-3.3%	10.2%
Cc1ccc(-n2c(=O)c3cccnc3n2CC(=O)NCc2ccc(Cl)cc2)cc1	9.7%	-13.3%	21.5%	-11.3%	-5.0	0.7%	4.8%	-13.1%	5.6%[59 µM]
O=C(COC(=O)CNC(=O)c1ccccc1)Nc1cccc(Br)c1	11.1%	-12.3%	29.7%	-2.2%	3.7	-0.2%	4.7%	-4.4%	-9.3%
O=C(CCC(=O)Nc1nnc(C2CCCCC2)s1)NCc1ccccc1	-5.5%	-24.9%	34.4%	-9.4%	-3.7	0.5%	7.4%	-6.5%	-5.3%
CC(=O)Nc1ccc(NC(=O)C(C)Sc2nc3nc(C)cc(C)n3n2)cc1 (centres undefined)	-3.3%	-4.8%	23.0%	4.1%	5.3	-1.7%	-4.2%	-9.6%	10.3%[0.501 µM]
CCOC(=O)CCCCC(=O)c1[nH]c(=O)[nH]c1CSc1nc(C)cc(=O)[nH]1	.	?	18.2%	50.1µM*	0.0	0.7%	18.2%	-1.3%	?
CCOC(=O)c1ccc2c(c1)N(Cc1cccc(C(F)(F)F)c1)C(=O)c1ccccc1S2(=O)=O	-1.9%	?	48.6%[activator]	-0.3%	5.5	33.2%[activator]	-7.0%	-7.5%	2.8%[59 µM]
COc1ccc(/C(O)=C2/C(=O)C(=O)N(CCCN(C)C)C2c2cccc(Cl)c2)cc1OC (centres undefined)	i	-24.5%[57.1 µM]	34.1%	-2.6%	-2.5	-5.0%	8.4%	-17.3%	?
Cc1ccc(Nc2cc(C(=O)NCCCN3CCOCC3)c3ccccc3n2)c(C)c1	-9.4%	-8.3%	42.6%[activator]	2.6%	-4.5	-5.3%	-6.6%	0.5%	-25.5%
O=S(=O)(/C=C/c1ccccc1)c1ccccc1	-3.2%	-19.9%	15.2%	37.7%[activator]	1.8	-0.3%	-13.8%	-0.4%	-46.9%[2.33 µM]
O=C(Nc1ccncc1)c1cc(S(=O)(=O)N2CCOCC2)ccc1Cl	-8.7%	-23.6%	9.9%	1.9%	22.3	-1.8%	0.2%	-1.6%	21.4%[0.501 µM]
CC(=O)Nc1ccc(SCC(=O)NC(=O)c2ccc(S(=O)(=O)N(C)C)cc2)cc1	9.9%	-16.4%	35.7%[activator]	.	-5.6	1.9%	3.1%	?	.

Single records, from the list above.
CC(=O)Nc1ccc(SCC(=O)NC(=O)c2ccc(S(=O)(=O)N(C)C)cc2)cc1 in the list: PGK inhibitor: 9.9%; JMJD2A Tudor inh: -16.4%; HP1b binding inh: 35.7%[activator]; BAZ2B inh: .; PI4K2A inh: -5.6; Pin1 inhibitor: 1.9%; GLS inhibitor: 3.1%; POLH inh: ?; G9a inh: .
Cc1ccc(-n2c(=O)c3cccnc3n2CC(=O)NCc2ccc(Cl)cc2)cc1 in the list: PGK inhibitor: 9.7%; JMJD2A Tudor inh: -13.3%; HP1b binding inh: 21.5%; BAZ2B inh: -11.3%; PI4K2A inh: -5.0; Pin1 inhibitor: 0.7%; GLS inhibitor: 4.8%; POLH inh: -13.1%; G9a inh: 5.6%[59 µM]

Carrying on.
SMILES	PGK inhibitor	JMJD2A Tudor inh	HP1b binding inh	BAZ2B inh	PI4K2A inh	Pin1 inhibitor	GLS inhibitor	POLH inh	G9a inh
CCOC(=O)/C(=N\Nc1ccccc1)S(=O)(=O)c1ccccc1	0.9%	?	-6.7%	-6.7%	4.3	-1.8%	2.6%	-13.1%	?
COc1ccc(CCNC(=O)c2cc(-c3ccccn3)nc3c(Cl)cccc23)cc1OC	i	-12.3%	25.5%	-14.0%	2.8	?	11.9%	-14.6%	-26.6%
Cc1cc(C)nc(Sc2ncnc3sc4c(c23)CCC4)n1	-8.1%	-32.4%	23.1%	-2.6%	-1.4	-5.8%	0.8%	-4.0%	?
Cc1ccc(CN2C(=O)N(c3ccccc3)C(=O)C2CC(=O)Nc2ccccc2)cc1 (centres undefined)	-6.6%	-3.3%	42.4%[activator]	4.5%	4.4	-1.3%	1.0%	-19.9%	5.5%[59 µM]
Cc1nn(CC(=O)N2CCCc3ccccc32)c(C)c1[N+](=O)[O-]	3.7%	-15.1%	42.7%[activator]	-0.4%	2.7	-11.7%	12.6%	4.3%	0.8%
Cc1ccc(C)c(S(=O)(=O)N2CCN(C(=O)Cc3ccc(S(=O)(=O)N4CCOCC4)s3)CC2)c1	-6.3%	-13.8%	23.4%	11.6%	-3.2	51.2%[activator]	0.3%	-4.6%	-8.9%[2.33 µM]
CC(C)(C)NC(=O)NC(=O)COC(=O)c1ccc(OC(F)F)cc1	-7.6%	-3.4%	32.3%	10.2%	-8.8	-3.0%	0.4%	-7.7%	0.7%[59 µM]
COc1ccc(-c2nc(CS(=O)(=O)CC(=O)Nc3ccc(Cl)cc3)c(C)o2)cc1	-4.3%	-28.2%	15.4%	3.2%	-3.9	5.4%	-0.7%	-22.5%	-44.9%[59 µM]
O=C(NO)c1ccc(OC(F)F)cc1	i	-6.2%	20.1%	2.0%	-0.3	4.3%	-2.4%	-10.1%	?
COc1ccc(C(=O)CSc2nnc3n2CCCN3C(=O)Nc2ccccc2)cc1	-8.7%	-21.0%	11.3%	-11.3%	0.7	-0.8%	2.0%	-4.3%	-1.6%
O=C(Nc1ccc2c(c1)OCO2)c1cc(-c2cccc(O)c2)on1	i	-16.3%	19.6%	-15.9%	-1.6	7.2%	-1.3%	-14.5%	?
COC(=O)C1CCN(C(=O)COc2ccc(N(C)S(=O)(=O)c3ccc(C)cc3)cc2)CC1	-6.9%	-6.8%	21.6%	10.3%	-3.8	2.4%	5.2%	-9.5%	-13.5%[59 µM]
CCN(CC)C(=O)Cc1cc(C(=O)O)c2ccccc2n1	.	-12.3%	19.1%	-33.9%	-0.8	-6.5%	0.3%	-5.1%	-5.8%[59 µM]
Cc1ccsc1C1C(C#N)=C(N)OC2=C1C(=O)CC(C)(C)C2 (centres undefined)	-6.3%	-8.1%	30.4%[activator]	-10.6%	2.6	-0.1%	10.3%	-14.2%	0.2%
CCOc1cc(NC(=S)NCCc2ccccc2)c(OCC)cc1NC(C)=O	i	-29.9%	9.2%	?	1.8	-2.5%	6.7%	-0.7%	19.9%[12.7 µM]
COC(=O)c1cc2c(ccn2-c2ccc(F)cc2)n1Cc1ccc(OC)cc1	-9.3%	?	14.9%	-37.0%	-1.9	-3.6%	4.3%	-23.8%	-45.2%[59 µM]
CCc1nc2ccccc2c(=O)n1/N=C/c1ccc(Cl)cc1	-2.9%	13.8%	29.1%	.	5.2	10.7%	1.6%	-15.9%	.
O=C(N/N=C/c1cccnc1)c1cc(-c2ccc(Cl)cc2)nc2ccccc12	-7.9%	-11.0%	31.0%	.	2.9	?	0.5%	4.8%	.
CC1(NC(=O)/C=C/c2nc3ccccc3s2)CCS(=O)(=O)C1 (centres undefined)	-4.9%	-22.9%	11.5%	?	-19.2	-8.6%	-1.9%	50.1µM*	3.3%[12.7 µM]
COc1ccccc1CC(=O)NNS(=O)(=O)c1ccc([N+](=O)[O-])cc1	-8.7%	-19.3%	24.2%	4.5%	7.4	-2.2%	22.2%	-13.5%	.
O=C(NCC(c1ccco1)N1CCN(c2ccccc2F)CC1)c1cccs1 (centres undefined)	-6.4%	-20.0%	16.1%	-9.5%	1.7	2.1%	-3.3%	-6.1%	-33.1%
C/C(Cn1cnc([N+](=O)[O-])n1)=N\NC(=O)c1cccnc1	-1.6%	?	17.4%	-11.8%	5.3	0.1%	5.0%	-9.7%	13.2%[59 µM]
CC(=O)Nc1ccc(NC(=O)CC23CC4CC(CC(C4)C2)C3)cc1	3.9%	-7.1%	24.1%	-18.1%	-3.7	-1.5%	14.3%	-2.7%	-5.9%
CC1=C(C(=O)N2CCOCC2)CC(CC(=O)NC2CCCCC2)C(=O)N1CCCN1CCCC1=O (centres undefined)	5.2%	.	.	.	-3.7	.	-6.7%	-17.4%	.
C=CCNCCCCOc1cccc(Br)c1	-7.7%	0.708µM*	?	31.6µM*	-6.4	-6.3%	0.0%	-7.6%	.
c1ccc(-c2ccncn2)cc1	-7.3%	-3.4%	24.1%	.	3.1	-0.2%	-11.1%	-13.7%	.
COc1ccc(/C(O)=C2/C(=O)C(=O)N(CCN(C)C)C2c2ccc(OC)c(OC)c2)c(C)c1 (centres undefined)	-5.1%	-12.8%	19.1%	-37.9%	2.9	-1.0%	10.8%	2.7%	39.8µM*
CCC[C@@H]1C[C@@H](C(=O)N[C@@H](C2O[C@H](SC)[C@H](O)[C@@H](O)[C@H]2O)[C@H](C)Cl)N(C)C1 (some centres undefined)	-4.6%	-15.9%	41.4%	-9.9%	1.4	-7.4%	-6.2%	-1.4%	-42.5%
O=C(COC(=O)c1ccccc1NCCO)NCC1CCCCC1	1.1%	-4.0%	28.3%	5.3%	-0.2	1.2%	-0.1%	-17.9%	12.1%[12.7 µM]
